PI4K2A block – qHTS for small molecular inhibitors of PI4K2A. Phosphatidylinositol 4-kinase type 2-alpha (Homo sapiens), Q9BTU6. purified PI4K2A, ADP-Glo luminescence, 1 h; stronger effect = lower value. activity change, negative = inhibition, % at 76.9 µM. hit rate 0.13% among 420,000. AID 1346378, 2018; in the data active means activity change below about -50%; inconclusive means mostly about -30% to -49%;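 further: -100% = wells without enzyme as full effect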
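In this quantitative HTS, ADP production by PI4K2A was quantified luminescently after 1 h at ambient temperature; 100 microM adenosine served as plate-quality control.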
G9a block – qHTS Assay for Inhibitors of Histone Lysine Methyltransferase G9a; Potency, µM (highest dose often 102 µM), for the others: top-dose activity, negative = inhibition, actives largely listed as inhibitors; hit rate 8.8% among 350,000; G9a H3K9 monomethylation, AlphaScreen, 2 h; AID 504332, 2011; further: potency means the concentration at half of the fitted maximal effect; on the % scale 0 is the no-effect control and ±100 the full control effect; nearly all actives have a fitted effect of over 75% in size
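G9a (20 nM) was preincubated 15 min with compound, then reacted 2 h at room temperature with 500 nM biotin-H3K9 peptide and 20 µM SAM. Monomethyl-H3K9 detected by AlphaScreen using anti-H3K9me1 antibody.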
POLH inh – qHTS for Inhibitors of Polymerase Eta | recombinant Pol eta, fluorescent DNA replication assay | Potency, µM (series often up to 114 µM), for inactives: at the highest dose activity change, negative = inhibition, most hits filed as inhibitors | hit rate 1.2% among 390,000; further: potency means the concentration at half of the fitted maximal effect; on the % scale 0 is the no-effect control and ±100 the full control effect
Target sequence (Q9Y253 whole entry, looked up): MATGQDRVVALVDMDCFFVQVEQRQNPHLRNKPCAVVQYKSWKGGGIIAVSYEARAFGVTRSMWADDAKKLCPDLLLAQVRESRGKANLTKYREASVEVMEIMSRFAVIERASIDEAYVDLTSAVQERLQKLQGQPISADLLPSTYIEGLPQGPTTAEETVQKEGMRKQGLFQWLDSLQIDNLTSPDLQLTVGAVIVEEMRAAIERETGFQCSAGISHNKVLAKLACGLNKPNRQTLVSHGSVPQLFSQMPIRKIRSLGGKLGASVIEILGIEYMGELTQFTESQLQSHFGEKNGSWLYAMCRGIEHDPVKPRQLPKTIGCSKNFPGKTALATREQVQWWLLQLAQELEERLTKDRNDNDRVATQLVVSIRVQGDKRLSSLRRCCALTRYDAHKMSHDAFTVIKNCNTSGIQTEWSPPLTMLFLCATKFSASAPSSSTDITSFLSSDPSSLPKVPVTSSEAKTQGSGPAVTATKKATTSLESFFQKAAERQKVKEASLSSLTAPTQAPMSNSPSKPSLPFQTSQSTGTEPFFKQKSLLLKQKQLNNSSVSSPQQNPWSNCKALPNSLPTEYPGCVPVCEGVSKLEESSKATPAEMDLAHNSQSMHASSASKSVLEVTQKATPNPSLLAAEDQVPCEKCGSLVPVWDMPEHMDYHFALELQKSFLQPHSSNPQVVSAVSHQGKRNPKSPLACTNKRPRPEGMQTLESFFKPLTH
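Pol eta (10 nM) was preincubated with compounds for 15 min at room temperature, after which fluorescent replication substrate (50 nM final) was added to start the reaction. Fluorescence was read kinetically at 0 and 10 min.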
HP1b chromo inh – HTS for Inhibitors of HP1-beta Chromodomain Interactions with Methylated Histone Tails. AlphaScreen HP1-beta / biotin-H3K9me3 peptide binding. Potency, µM (series often up to 114 µM), for inactives: top-dose activity change, negative = inhibition, most hits filed as inhibitors. hit rate 0.56% among 390,000; further: potency means the concentration at half of the fitted maximal effect; nearly all actives have a fitted effect of over 70% in size; inactives centre near 23
Target sequence (P83916 whole entry, looked up): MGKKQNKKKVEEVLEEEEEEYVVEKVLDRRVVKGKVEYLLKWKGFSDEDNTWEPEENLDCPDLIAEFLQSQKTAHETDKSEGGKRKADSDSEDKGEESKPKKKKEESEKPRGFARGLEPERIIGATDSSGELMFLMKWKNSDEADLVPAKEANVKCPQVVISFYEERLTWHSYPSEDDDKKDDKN
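Compound inhibition of the preformed complex between 50 nM HP1-beta and 50 nM biotinylated H3K9me3 peptide was read by AlphaScreen. Buffer was PBS pH 7.4 with 0.01% Tween-20. Incubations ran 30 min at room temperature, with 10 ug/mL donor/acceptor beads.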
Tb PGK inh – qHTS Assay to Find Inhibitors of Phosphoglycerate Kinase; PGK/GAPDH coupled, Kinase-Glo luminescence, 60 min; Potency, µM (top dose mostly 57.5 µM), for inactives: at the highest dose activity change, negative = inhibition, hits mostly inhibitors; hit rate 0.043% among 380,000; AID 602233, 2012; further: potency means the concentration at half of the fitted maximal effect; on the % scale 0 is the no-effect control and ±100 the full control effect; nearly all actives have a fitted effect of over 60% in size
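Recombinant glycosomal PGK reaction used 1,3-bisphosphoglycerate generated in-well by GAPDH (100nM final) in 100mM TEA pH 7.6, 5mM MgCl2, 0.01% Tween-20. After 60 minutes at room temperature, ATP was read by Kinase-Glo Plus luminescence end-point.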
Pin1 inhibitor – qHTS Assay to Find Inhibitors of Pin1; Pin1 FP peptide displacement, HiFluor488, 10 min; Peptidyl-prolyl cis-trans isomerase NIMA-interacting 1 (Homo sapiens), Q13526; Potency, µM (highest dose often 115 µM), for the others: top-dose activity, negative = inhibition, hits mostly inhibitors; AID 504891, 2011; hit rate 0.009% among 390,000; active means well fitted inhibition curve with a large enough effect in the polarisation, with a control signal flat, not every such curve was filed as active; inconclusive means small, poorly fitted or top-dose-only effect, or effect the other way, or a change in a side signal; inactive means no such curve, though single readings can be large or run the other way; the % refers to the polarisation; further: potency means the concentration at half of the fitted maximal effect; on the % scale 0 is the no-effect control and ±100 the full control effect
Target sequence (Q13526 whole entry, looked up): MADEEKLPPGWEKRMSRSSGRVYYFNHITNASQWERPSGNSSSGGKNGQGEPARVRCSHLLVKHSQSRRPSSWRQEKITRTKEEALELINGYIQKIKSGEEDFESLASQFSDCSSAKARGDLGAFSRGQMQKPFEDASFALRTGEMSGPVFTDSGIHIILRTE
JMJD2A Tudor – qHTS Assay for Inhibitors of JMJD2A-Tudor Domain. Lysine-specific demethylase 4A (Homo sapiens), O75164. AlphaScreen JMJD2A-Tudor / H3K4me3 peptide binding. Potency, µM (series often up to 114 µM), for the others: at the top dose activity change, negative = inhibition, most hits filed as inhibitors. hit rate 4.4% among 390,000. AID 504339, 2011; further: potency means the concentration at half of the fitted maximal effect; on the % scale 0 is the no-effect control and ±100 the full control effect; nearly all actives have a fitted effect of over 50% in size
GLS inh – qHTS for Inhibitors of Glutaminase (GLS); Potency, µM (top dose mostly 45.5 µM), without a hit: at the top dose activity change, negative = inhibition, actives largely listed as inhibitors; AID 624170, 2012; hit rate 0.21% among 410,000; GLS enzymatic activity, qHTS titration; Glutaminase kidney isoform, mitochondrial (Homo sapiens), O94925; further: potency means the concentration at half of the fitted maximal effect; on the % scale 0 is the no-effect control and ±100 the full control effect
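Read-out is an Amplex red fluorescence increase coupled through glutamate oxidase and HRP, measured before and after 30 min room-temperature incubation. hKGA is in 45 mM KH2PO4 (pH 8.2) with 0.02% Tween-20; glutamine added as 1mM solution.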
BAZ2B block – qHTS Assay for Inhibitors of BAZ2B | Bromodomain adjacent to zinc finger domain protein 2B (Homo sapiens), Q9UIF8 | AlphaScreen BAZ2B-H3K14Ac peptide displacement | Potency, µM (series often up to 114 µM), for inactives: at the highest dose activity change, negative = inhibition, hits mostly inhibitors | hit rate 4.4% among 360,000; further: potency means the concentration at half of the fitted maximal effect; on the % scale 0 is the no-effect control and ±100 the full control effect; nearly all actives have a fitted effect of over 60% in size
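Compounds, titrated to a top concentration of 110 uM, were incubated 30 min at room temperature with preformed BAZ2B/acetyl-K14 H3 peptide complex (50 nM each). Proximity signal was measured by AlphaScreen after 20 min with beads.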
* = called active by the depositor; i = inactive; ? = inconclusive; nt = no result given; & = joins results of further samples; [ ] = another dose, or the depositor's remark. Unless noted, the call rests on the fitted dose curve; in most records, active means well fitted curve in the direction sought with a large enough effect; inconclusive means small, poorly fitted or top-dose-only effect, or another doubt; inactive means no such curve, though single readings can be large; an effect the other way counts as inactive or inconclusive. These rows are one share of the data; rates above refer to the full screens.

SMILES | PI4K2A block | G9a block | POLH inh | HP1b chromo inh | Tb PGK inh | Pin1 inhibitor | JMJD2A Tudor | GLS inh | BAZ2B block
Cn1c(CCNS(=O)(=O)c2ccccc2)nc2cc([N+](=O)[O-])ccc21 | -0.4 | 21.5% | 5.2% | 24.4% | 6.9% | -11.9% | -3.5% | 12.7% | -4.4%[57.1 µM]
CCCC(C)C(=O)Nc1nnc(CCc2ccccc2)s1 (centres undefined) | -4.8 | -10.5% | -11.7% | 40.6%[activator] | 4.0% | 0.8% | -16.4% | 3.0% | -1.0%
O=C(N/C(=C\c1ccc(Cl)cc1)C(=O)N1CCOCC1)c1ccc([N+](=O)[O-])cc1 | 14.5 | ? | -21.7% | 19.9% | -6.4% | -0.6% | -3.5% | -6.6% | -8.7%
O=C(CCSCc1cccc(F)c1)NCCc1ccccc1 | 0.3&1.2 | 12.8% | -5.6%&-8.9% | ? | -1.0% | 1.0%&-1.2% | -5.6%&-12.8% | -14.5%&5.8% | -2.3%&11.6%
COC(=O)[C@@]12CCCCN1[C@H](c1ccc(-c3ccccc3)cc1)[C@@H]1C(=O)N(C)C(=O)[C@@H]12 | -9.7 | -7.1%[2.33 µM] | -28.7% | 4.4% | -8.8% | -0.9% | -25.2% | -1.5% | 9.2%
Cc1cc(C)n(-c2nc3ccccc3c(=O)n2OCc2ccc(Cl)cc2)n1 | 6.4 | -1.8%[12.7 µM] | -13.0% | 37.1%[activator] | i | -6.0% | 0.0% | -14.4% | 7.2%
CCCC1=Nc2cc(C(=O)NCCN3CCOCC3)ccc2Sc2ccccc21 | 10.1 | ? | ? | 38.0% | 7.6% | 1.0% | -32.1% | 0.6% | ?
CCOc1ccc(S(=O)(=O)N2CCNC(=O)C2)cc1 | 3.7 | -7.0%[12.7 µM] | 0.9% | 33.4% | 4.2% | 5.2% | -7.4% | 0.5% | -0.1%
O=C(c1ccc(Cl)cc1)N1CCCC(c2ccccc2)=N1 | 3.0 | 80.2%[activator] | -0.3% | 68.6%[activator] | nt | 2.0% | 45.9%[activator] | 1.4% | 3.2%[57.1 µM]
CCO[C@H]1OC(C(=O)O)=C[C@@H](c2ccccc2)[C@@H]1CCCO | -1.8 | nt | -2.8% | 47.6%[activator] | -3.3% | 3.2% | -11.2% | -2.4% | nt
CCCCOc1ccc(N2C(N)=NC(N)=NC23CCCCC3)cc1 | 2.0 | ? | -16.0% | -1.3% | -1.3% | 0.6% | -25.9% | 0.6% | 0.6%
CCOC(=O)c1c(NC(=O)CSc2nc3ccccc3c(=O)n2-c2ccccc2)sc(C(C)=O)c1C | -0.9 | -1.4%[59 µM] | 6.1% | 31.2% | -7.0% | 29.9% | -13.6% | 6.9% | 17.9%
CC(=O)Nc1coc2ccc(Br)cc12 | 3.1 | 3.2%[59 µM] | -11.6% | 17.4% | -2.3% | 1.3% | 6.4% | 13.3% | nt
COc1ccccc1OCCn1c(NC(=O)c2ccc(Cl)cc2)nc2ccccc21 | 2.3 | 14.9%[59 µM] | -3.0% | 24.5% | -3.0% | 8.9% | -14.9% | 5.8% | -9.4%
COC(=O)c1ccc(Cn2cc(C(F)(F)F)ccc2=O)cc1 | 3.9 | -0.8% | -23.9% | -18.4% | 2.5% | -2.3% | -14.7% | 0.0% | -14.8%
CCOC(=O)c1cnc2nc(SC)nn2c1N | -1.8 | ? | -16.0% | 8.6% | i | -4.3% | -12.8% | 17.9% | -5.8%
CCCOc1ccc(NC(=O)C(=O)NCCCn2ccnc2)cc1 | -5.4 | 9.2%[59 µM] | -12.9% | 7.0% | -5.5% | 9.3% | -27.8% | -0.8% | -1.1%
Cc1ccc(NC(=O)Cn2c(O)c(N=NC(N)=O)c3ccccc32)cc1 | -2.5 | 2.7% | -21.1% | 12.4% | 0.3% | 7.2% | -9.2% | 3.9% | -22.0%
O=C(NCCc1ccc(C(F)(F)F)cc1)C1CC(=O)N(Cc2ccccc2)C1 (centres undefined) | 0.7 | 7.4%[12.7 µM] | -15.2% | 49.6%[activator] | -3.9% | -8.1% | -0.7% | 0.2% | -2.9%
COC(=O)C1CC23C=CCN4CCC5(c6ccccc6NC15C2C)C43 (centres undefined) | 2.6 | 39.8µM* | -14.9% | 29.6%[57 µM] | i | 9.7% | ? | -23.3% | -24.2%

Printed as active in G9a block, among the entries above:
SMILES | PI4K2A block | G9a block | POLH inh | HP1b chromo inh | Tb PGK inh | Pin1 inhibitor | JMJD2A Tudor | GLS inh | BAZ2B block
COC(=O)C1CC23C=CCN4CCC5(c6ccccc6NC15C2C)C43 (centres undefined) | 2.6 | 39.8µM* | -14.9% | 29.6%[57 µM] | i | 9.7% | ? | -23.3% | -24.2%

Carrying on.
SMILES | PI4K2A block | G9a block | POLH inh | HP1b chromo inh | Tb PGK inh | Pin1 inhibitor | JMJD2A Tudor | GLS inh | BAZ2B block
C/C=C(\C)C(=O)Nc1cccc(C2=NOC3(C2)C[C@H](C(N)=O)N(C(=O)c2cc([N+](=O)[O-])cc([N+](=O)[O-])c2)C3)c1 (some centres undefined) | 0.2 | -7.0%[59 µM] | -19.1% | 24.5% | i | -0.7% | -20.1% | 0.4% | -16.5%
COc1cccc(CN(CCC(=O)O)Cc2cccc(OC)c2)c1 | -3.6 | nt | -8.0% | nt | 2.7% | nt | nt | 5.0% | nt
O=C1CN(S(=O)(=O)c2ccccc2)CC(=O)N1CCc1ccccc1 | -0.2 | 6.3%[12.7 µM] | -12.7% | 29.8% | -7.7% | -0.4% | -9.8% | -0.1% | -2.9%
COc1ccc(C2=NN(C(C)=O)C(c3cccs3)C2)cc1OC (centres undefined) | 2.3 | nt | -21.3% | 71.2%[activator] | -0.3% | -0.2% | -15.9% | -0.3% | 2.6%
COc1ccc(/C=N/N(CCC(=O)NC(C)(C)C)C2=NS(=O)(=O)c3ccccc32)cc1 | 4.0 | 15.3% | -17.2% | 37.5% | i | 6.6% | 11.1% | -12.4% | 14.3%
CC(C)N1CCN(Cc2cccc(-c3ccco3)c2)CC1CCO (centres undefined) | 3.3 | 25.1µM* | -19.6% | -12.0% | -5.1% | -12.3% | -18.1% | 10.1% | -31.2%
CC(=O)N(Cc1cc2cc(C)ccc2[nH]c1=O)c1cccc(C)c1C | -6.1 | -13.6% | -10.8% | 23.7% | -0.6% | 2.8% | -16.4% | 7.5% | 3.4%
N#CC1=C(C=Nc2ccccc2O)CCC1 | 6.7 | -1.3% | -17.9% | 26.2% | 11.7% | -1.9% | -5.6% | 52.3%[activator] | -19.1%
C/C(=N\NC(=S)NCc1ccccc1)c1ccc(Br)cc1 | 4.4 | -34.8% | -15.2% | -5.3% | 4.5% | 6.4% | -25.1% | -6.8% | -18.8%
O=C(CN1CCN(c2ccccn2)CC1)NC1CCCC1 | -5.1 | -12.6%[59 µM] | -13.1% | 41.6%[activator] | -2.8% | 1.7% | -13.7%[57.1 µM] | 3.2% | nt
CCOC(=O)C1=C(Nc2cccc(Cl)c2)OCC1=O | -2.0 | 6.0%[59 µM] | -5.1% | 7.2% | i | -1.2% | -25.0% | 5.0% | 7.9%
CC(C)(C)NC(=O)c1nn2c(C(F)(F)F)cc(-c3ccccc3)nc2c1Br | 4.6 | 45.9%[0.501 µM] | -14.3% | 27.0% | -0.4% | 0.7% | -14.6% | -12.6% | 3.8%
COc1cn(CC(=O)Nc2cccc(C)c2)c(CN2CCCCC2)cc1=O | 0.8 | 0.7%[59 µM] | -7.3% | 23.6% | 0.2% | 1.0% | 1.3% | 6.3% | 0.0%
O=C(NNC(=S)Nc1ccccc1Cl)c1ccccc1 | -2.9 | nt | -17.3% | 9.8% | -3.3% | 2.8% | -16.0% | 18.8% | 1.8%
Cn1cc(Br)c(C(=O)NNC(=O)Cc2ccc(Cl)cc2)n1 | -1.2 | -10.8% | -10.5% | 96.9%[activator] | -4.5% | -1.0% | -4.9% | -5.9% | -3.5%
Cc1ccc(-c2ccc(/C=N/NC(N)=S)o2)cc1 | -4.1 | 8.91µM* | -9.6% | ? | i | 0.8% | -35.2% | ? | -28.0%
Cc1ccc(/C=N/n2c(C)n[nH]c2=S)o1 | 1.8 | ? | -11.3% | 15.1% | -5.1% | 2.4% | 5.01µM* | 2.4% | -5.3%
CCOc1ccccc1NS(=O)(=O)c1ccc2oc(=O)ccc2c1 | -3.5 | 44.1% | -23.5% | 47.4%[activator] | 6.8% | -1.7% | 4.8% | 7.9% | 10.9%
COc1ccc(-c2ccc(SCC(=O)N3CCCC3)nn2)cc1OC | 2.2 | ? | -12.0% | 25.1% | 5.2% | 3.0% | -0.6% | -0.9% | 4.0%
CCc1ccc(OCC2c3cc(OC)c(OC)cc3CCN2C(=S)NC)cc1 (centres undefined) | -4.7 | ? | -13.6% | -22.4% | -5.8% | -0.4% | ? | 4.1% | ?
Cc1ccc(-c2nnn(CC(=O)N(CC(=O)NC3CCCC3)c3ccccc3F)n2)o1 | 2.9 | ? | -9.7% | -5.6% | -2.6% | 2.9% | -19.7% | 7.3% | -1.3%

Limited to GLS inh, Tb PGK inh and BAZ2B block (2 entries from above):
SMILES	GLS inh	Tb PGK inh	BAZ2B block
COc1ccc(-c2ccc(SCC(=O)N3CCCC3)nn2)cc1OC	-0.9%	5.2%	4.0%
COc1ccc(C2=NN(C(C)=O)C(c3cccs3)C2)cc1OC (centres undefined)	-0.3%	-0.3%	2.6%

Compound activity from PubChem BioAssay.
